Screening data (PubChem BioAssay)
S-ASM inh: human S-ASM enzyme inhibition. placental ASM, HMU-PC fluorogenic substrate, 60 min. 340,000 compounds, 0.006% hits. Potency, µM (top dose mostly 57.5 µM), without a hit: at the top dose activity change, negative = inhibition, most hits filed as inhibitors; further: potency means the concentration at half of the fitted maximal effect
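Steps: dispense placental human ASM, pin compound, wait 10 min at room temperature, add HMU-PC0 substrate at 9 uM final, incubate 60 min at 37 °C, add stop solution raising pH to 10, read fluorescence.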
Menin-MLL TR inh: displaces Texas Red mutant MLL peptide from human menin; Menin + Texas Red MLL mutant peptide, fluorescence polarization; Potency, µM (top dose mostly 61.6 µM), inactives show at the highest dose FP activity change, negative = inhibition, usual class: inhibitors; AID 1768; 270,000 compounds, 0.23% hits; active means well fitted inhibition curve with a large enough effect in the polarisation, with a control signal flat, not every such curve was filed as active; inconclusive means small, poorly fitted or top-dose-only effect, or effect the other way, or a change in a side signal; inactive means no such curve, though single readings can be large or run the other way; the % refers to the polarisation; further: potency means the concentration at half of the fitted maximal effect; % of control where 0% means no effect; many of its hits are not listed in these tables
Target sequence (O00255 whole entry, looked up): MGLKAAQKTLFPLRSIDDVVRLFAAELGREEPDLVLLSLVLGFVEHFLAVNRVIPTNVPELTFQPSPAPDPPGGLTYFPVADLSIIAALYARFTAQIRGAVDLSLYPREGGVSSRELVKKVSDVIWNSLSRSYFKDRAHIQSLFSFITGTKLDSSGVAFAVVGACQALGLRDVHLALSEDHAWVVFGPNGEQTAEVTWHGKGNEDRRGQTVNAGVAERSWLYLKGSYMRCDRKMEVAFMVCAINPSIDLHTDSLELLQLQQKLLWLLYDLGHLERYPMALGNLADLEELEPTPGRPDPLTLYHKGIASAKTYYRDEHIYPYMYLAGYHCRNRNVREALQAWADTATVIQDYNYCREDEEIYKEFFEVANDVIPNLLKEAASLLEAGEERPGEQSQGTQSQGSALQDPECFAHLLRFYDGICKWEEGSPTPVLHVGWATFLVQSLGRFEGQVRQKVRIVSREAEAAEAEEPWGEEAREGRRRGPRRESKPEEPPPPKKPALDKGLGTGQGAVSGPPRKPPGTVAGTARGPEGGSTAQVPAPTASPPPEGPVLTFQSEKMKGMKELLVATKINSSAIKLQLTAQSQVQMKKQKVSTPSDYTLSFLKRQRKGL
GALK inhibitor: galactokinase (human) inhibition; P51570; Purified GALK, Kinase-Glo residual ATP luminescence; Potency, µM (series often up to 57.5 µM), for the others: at the top dose activity change, negative = inhibition, hits mostly inhibitors; 270,000 compounds, 0.007% hits; AID 1868; further: potency means the concentration at half of the fitted maximal effect; on the % scale 0 is the no-effect control and ±100 the full control effect
Target sequence (P51570 whole entry, looked up): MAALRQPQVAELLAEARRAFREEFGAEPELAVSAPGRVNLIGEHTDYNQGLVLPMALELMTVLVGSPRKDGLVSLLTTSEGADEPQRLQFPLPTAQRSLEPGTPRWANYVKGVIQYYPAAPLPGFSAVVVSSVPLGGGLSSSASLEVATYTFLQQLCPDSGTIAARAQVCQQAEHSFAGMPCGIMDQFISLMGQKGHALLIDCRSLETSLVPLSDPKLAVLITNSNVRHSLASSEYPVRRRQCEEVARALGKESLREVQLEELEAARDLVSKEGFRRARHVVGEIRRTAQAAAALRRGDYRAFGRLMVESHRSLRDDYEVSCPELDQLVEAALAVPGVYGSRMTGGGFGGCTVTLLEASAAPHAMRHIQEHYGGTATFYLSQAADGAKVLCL
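Kinase-Glo Plus luminescence measured ATP left after a 1 h room-temperature reaction. The reaction used 5 nM GALK, 100 uM galactose and 35 uM ATP at pH 8.0 (20 mM HEPES, 5 mM MgCl2, 60 mM NaCl, 1 mM DTT, 0.01% BSA).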
MBNL1 CUG block: MBNL1-poly(CUG) RNA binding inhibition. 280,000 compounds, 0.036% hits. Potency, µM (titrated, usually from 57.5 µM), for the others: at the top dose activity change, negative = inhibition, usual class: inhibitors. AID 2675. Q9NR56. TR-FRET MBNL1-His/biotin-(CUG)12 binding, 665/545 ratio; active means well fitted inhibition curve with a large enough effect in the signal ratio, with a control signal flat, not every such curve was filed as active; inconclusive means small, poorly fitted or top-dose-only effect, or effect the other way, or a change in a side signal; inactive means no such curve, though single readings can be large or run the other way; the % refers to the signal ratio; further: potency means the concentration at half of the fitted maximal effect; on the % scale 0 is the no-effect control and ±100 the full control effect
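TR-FRET between His-tagged MBNL1 and biotin-(CUG)12 RNA, detected with Tb anti-His antibody (0.055 ng/ul) and streptavidin-XL665 (5 nM), 60 min at room temperature. Compounds titrated 92 nM to 58 uM; 665/545 nm ratio normalized to buffer and complex controls.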
KCNH2 WT inh: inhibitors of human wildtype KCNH2 potassium channel; U2OS, BacMam KCNH2, thallium flux FluxOr; active compounds read low; activity change, % at 1.84 µM; 340,000 compounds, 0.37% hits;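 active means maximum activity change below -70%; inconclusive means maximum activity change between -70% and -50%; inactive means maximum activity change above -50%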; further: on the % scale 0 is the no-effect control and ±100 the full control effect
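U2OS cells were transduced with wild-type KCNH2 virus (2.03 x 10^8 / mL) for 4 h at room temperature, then cultured overnight at 37 C. Thallium flux was read with FluxOr dye. Rate constants were normalized to DMSO controls.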
PKM2 act: activators of human pyruvate kinase M2; P14618; purified PKM2, Kinase-Glo ATP luminescence, activation; response scale: 0% is enzyme alone, no compound; Potency, µM (highest dose often 57.5 µM), for the others: at the highest dose activation, usual class: activators; 260,000 compounds, 0.34% hits; AID 1631; further: potency means the concentration at half of the fitted maximal effect; on the % scale 0 is the no-effect control and ±100 the full control effect; nearly all actives have a fitted effect of over 55% in size
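Kinase-Glo luminescence reports ATP generated from ADP (0.1 mM) and PEP (0.5 mM) by purified hPK-M2 after 1 h at room temperature, pH 7.2 imidazole buffer; intermediate enzyme activity allows detecting inhibitors and activators.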
Chronic BCR inh: chronic active BCR signaling inhibition; ABC-DLBCL IkBa-CBG/CBR reporter, luminescence ratio, 4 h; Potency, µM (top dose mostly 46.1 µM), inactives show top-dose ratio change, negative = lower green/red ratio, usual class: inhibitors; 340,000 compounds, 0.05% hits; AID 493014; active means well fitted inhibition curve with a large enough effect in the signal ratio, with a control signal flat, not every such curve was filed as active; inconclusive means small, poorly fitted or top-dose-only effect, or effect the other way, or a change in a side signal; the % refers to the signal ratio;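 further: potency means the concentration at half of the fitted maximal effect; plate controls were basal doxycycline-induced cells for no effect and cells given 10 µM MG132 for full effect; MG132 reads +100%, hits lower the ratio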
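Compounds up to 46 uM were incubated four hours with TMD8 cells whose green CBG68 luciferase is fused to IkappaBalpha; red CBR luminescence normalised the signal, and concentration-effect curves were fitted to fusion, red and ratio data.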
USP2a block: blocks human ubiquitin-specific protease USP2a; O75604; 330,000 compounds, 0.01% hits; USP2 core, Ub-CHOP2 coupled fluorogenic reporter, 485/531; Potency, µM (series often up to 38.3 µM), for the others: at the top dose activity change, negative = inhibition, hits mostly inhibitors;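 further: potency means the concentration at half of the fitted maximal effect; plate controls were DMSO wells for no effect and full inhibition by NEM control for full effect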
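Cell-free coupled assay: 10nM USP2 core preincubated 30min RT with compound in Tris-HCl pH 8.0/CaCl2/CHAPS buffer, then 25nM Ub-CHOP2 and 25nM reporter substrate; fluorescence (Ex 485/Em 531) read after 60min RT, normalized to NEM inhibition, concentration-response curves fitted.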
Mito fusion act: blocks mitochondrial division or promotes mitochondrial fusion; S. cerevisiae fusion-defective mutant growth rescue, CellTiterGlo 48 h; Potency, µM (top dose mostly 46.1 µM), inactives show at the top dose growth rescue (activation), usual class: activators; 320,000 compounds, 0.23% hits;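 further: potency means the concentration at half of the fitted maximal effect; % of control where 0% means no effect; nearly all actives have a fitted effect of over 45% in size; temperature-sensitive fusion mutants such as fzo1-1 at 37 °C on non-fermentable ethanol glycerol medium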
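Yeast fusion mutant, YPEG (non-fermentable carbon), compound, 48 h at 37C non-permissive; CellTiterGlo added, 10 min RT, luminescence read. Rescued growth = division inhibition.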
Eya2 inh: Eya2 (human) phosphatase inhibition. AID 488837. recombinant Eya2, OMFP fluorescence dephosphorylation (OMFP is methylfluorescein phosphate). Potency, µM (series often up to 76.9 µM), inactives show top-dose activity, negative = inhibition, actives largely listed as inhibitors. 330,000 compounds, 0.006% hits; further: potency means the concentration at half of the fitted maximal effect; on the % scale 0 is the no-effect control and ±100 the full control effect
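Eya2 (0.2 uM) preincubated 10 min at ambient with compound, then OMFP substrate added at 50 uM; 10 min reaction in 50 mM HEPES pH 7.5, 50 mM NaCl, 5 uM MgCl2, 0.05% BSA, 1 mM DTT. Fluorescence read at Ex 485/Em 525 nm.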
TSHR antagonist: blocks TSH signaling through the human TSH receptor; TSHR-expressing cells, TSH-stimulated cAMP HTRF, 2 h; active compounds read low; P16473; 330,000 compounds, 0.2% hits; activity change, negative = inhibition, % at 11.5 µM;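 active means activity change below a set negative limit, meaning inhibition stronger than a set level, cut at about -70% in these data; inconclusive means activity change between two set negative limits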; further: on the % scale 0 is the no-effect control and ±100 the full control effect
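TSHR-expressing cells were treated with compounds, then stimulated with TSH at EC80 (4nM final) for 2 hours at 37 deg C. Cellular cAMP was measured by HTRF competition between lysate cAMP and cAMP-d2 for a cryptate-labelled anti-cAMP antibody.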
* marks the source's active call; other numbers are inactive results; ? = inconclusive; / = not tested or not shown; [ ] = remark or other dose. Unless noted, the call rests on the fitted dose curve; in most records, active means well fitted curve in the direction sought with a large enough effect; inconclusive means small, poorly fitted or top-dose-only effect, or another doubt; inactive means no such curve, though single readings can be large; an effect the other way counts as inactive or inconclusive. The list is partial. The share of hits here may be higher or lower than overall.

SMILES | S-ASM inh | Menin-MLL TR inh | GALK inhibitor | MBNL1 CUG block | KCNH2 WT inh | PKM2 act | Chronic BCR inh | USP2a block | Mito fusion act | Eya2 inh | TSHR antagonist
CCc1ccc(/C=C/C(=O)c2c(C)cc(C)[nH]c2=O)cc1 | -5.9% | 11.4% | 0.3% | -5.2% | -1.8 | 3.0% | ? | 1.7% | -5.5% | -16.6% | 11.0
CC(COC(=O)c1ccccc1)(COC(=O)c1ccccc1)/[N+]([O-])=C/c1ccccc1 | -3.0% | 1.8% | -3.4% | ? | 4.3 | -2.9% | -0.1% | 2.2% | -6.1% | 0.8% | -3.0
COc1ccc(C(=O)N/N=C/c2ccc(OC)c(COc3ccc(F)cc3F)c2)cc1 | -22.9% | 31.5%[activator] | 8.4% | 4.1% | -19.5 | 5.9% | ? | -1.6% | -4.8% | 0.7% | -17.2
COc1ccnc(N=CNOCc2ccc(Cl)cc2)c1C#N | -3.2% | / | -1.4% | -1.4% | -13.7 | -1.9% | -0.7% | 0.0% | -2.2% | -5.6% | 2.4
COc1ccc(NC(=O)c2oc3ccccc3c2NC(=O)C(C)(C)C)cc1 | -18.7% | ? | -0.1% | 16.1% | -14.8 | 1.7% | ? | 2.7% | 11.5% | -20.1% | 3.5
O=C(O)c1ccc(-c2nnn(Cc3ccccc3F)n2)cc1 | 5.6% | / | -3.4% | -5.0% | -7.3 | -1.7% | 0.5% | 7.5% | 3.1% | -4.6% | -5.2
CC(=O)Nc1ccc(NC(=O)COC(=O)c2ccc(Cl)nc2)cc1 | -1.8% | / | / | / | -0.1 | / | -5.2% | 0.0% | -1.6% | 22.8% | -2.0
O=c1ncn(-c2ccccc2C(F)(F)F)c2ncccc12 | 0.6% | 7.1% | 2.6% | -0.9% | -16.8 | 4.4% | ? | 0.1% | 0.0% | -0.3% | -0.5
O=c1[nH]c(SCc2cccc([N+](=O)[O-])c2)nc2[nH]ncc12 | -3.1% | 3.7% | 0.2% | ? | / | 11.6% | -12.9% | 2.8% | 2.7% | 1.5% | -2.9
Cc1ccc(N(C(C)C(=O)Nc2ccc(S(=O)(=O)N3CCOCC3)cc2)S(C)(=O)=O)cc1C (stereo not drawn) | -0.1% | -3.7% | 2.9% | 0.7% | -4.1 | 4.9% | -1.4% | 2.8% | 2.2% | -7.0% | 2.4
COCc1cc(=O)[nH]c(/N=C(\N)Nc2ccc(C)cc2)n1 | 5.1% | -6.1% | -0.6% | 3.4% | 0.7 | 4.1% | 3.3% | 0.0% | -1.8% | 7.9% | 0.2
COc1ccccc1Oc1c(C)oc2c(CN(C)C)c(O)ccc2c1=O | 316.0%[activator] | -2.7% | -3.5% | ? | 0.3 | 2.4% | 4.2% | 0.3% | -2.7% | -4.9% | 9.7
NNC(=O)c1n[nH]c2c1CC(C1CCCCC1)CC2 (stereo not drawn) | 3.7% | / | / | / | / | / | -9.8% | 0.0% | 15.2% | 8.1% | -26.3
CON(C)C(=O)/C=C/CCCCNC(=O)OC(C)(C)C | 6.0% | / | / | / | -8.4 | / | -0.9% | 3.0% | / | 8.4% | 9.3
COc1cccc(OC)c1CN1CCCC(C(=O)c2ccccc2SC)C1 (stereo not drawn) | -0.8% | ? | -2.0% | -4.8% | 22.7 | -0.3% | ? | 0.0% | -1.9% | -1.0% | -28.2
CC(C)CC(C(=O)O)N1C(=O)C2C3c4ccccc4C(c4ccccc43)[C@@H]2C1=O (stereo partly drawn) | -1.2% | 15.4% | -3.8% | -7.4% | -4.4 | / | -2.9% | 4.7% | -10.4% | 2.8% | -2.7
COCCn1c(SCC(=O)NC2CCCC2)nnc1-c1ccncc1 | 28.9% | -27.5% | 1.1% | -6.0% | 0.2 | 2.6% | 5.0% | 2.8% | -12.7% | 2.5% | -35.5
Cc1cccc(OCC(=O)Nc2cc(NC(=O)COc3cccc(C)c3)cc(C(=O)O)c2)c1 | 18.6% | 40.3%[activator] | 4.7% | 1.1% | 21.2 | 4.1%[11.5 µM] | 2.6% | 2.5% | -2.0% | 15.8% | -6.2
COc1ccccc1C(=O)NCC(=O)N/N=C/c1ccncc1 | 0.7% | -27.5% | 1.3% | 21.7% | -1.5 | 1.9% | ? | -1.1% | 3.1% | -8.7% | -6.3
CC(C)(C)OC(=O)N1CCC(NC(=O)c2nc[nH]c2C(=O)NC2CCN(C(=O)OC(C)(C)C)CC2)CC1 | -4.9% | / | / | / | 1.0 | / | 2.9% | -1.7% | -16.7% | -2.7% | -9.4
Cc1ccc2nc(NS(=O)(=O)c3cn(C)nc3C)sc2c1 | 0.0% | / | 6.3% | 11.0% | -6.6 | 7.4% | ? | 3.8% | -1.2% | -0.5% | -0.4
COc1ccc(/C=C/C(=O)OCC(=O)Nc2cc(S(=O)(=O)N(C)C)ccc2Cl)cc1 | -0.3% | 1.3% | -2.0% | 6.0% | 6.0 | 0.6% | -0.9% | -0.6% | -5.1% | -4.9% | -5.2
CCO/N=C/C(=O)Nc1ccc(F)cc1F | 0.9% | 3.1% | 1.2% | -1.2% | -1.7 | -10.0% | ? | -1.3% | 1.2% | 7.9% | 5.8
C=CCCCCCCCC(=O)OC | -0.8% | -8.9% | -2.3% | 0.3% | -2.4 | -1.1% | -10.0% | 0.9% | -2.5% | 2.1% | -2.9
COc1ccccc1NC(=S)N(Cc1ccccc1)Cc1cccs1 | -2.1% | 13.9% | -0.8% | -5.0% | -0.3 | -6.1% | 22.4% | -7.9% | 18.0% | 6.8% | 11.9
NC(=O)[C@@H]1CCCCNc2c(F)cc([N+](=O)[O-])cc2C(=O)N[C@@H](CC(=O)O)C(=O)N[C@@H](CCC(=O)O)C(=O)N1 | 2.2% | -0.7% | / | ? | -6.6 | -0.2% | 0.7% | 1.6% | -2.8% | -5.8% | 2.9
COc1ccc(/C=C/C(=O)OCC(=O)Nc2cc(C(F)(F)F)ccc2Cl)cc1 | 3.3% | -2.0% | 1.7% | -8.3% | -21.2 | 2.7% | -1.8% | 0.3% | -9.1% | 6.3% | 8.5
Cn1ccnc1SCC(=O)Nc1ccc([N+](=O)[O-])cn1 | 4.2% | 2.8% | 6.3% | ? | -23.5 | 14.1% | 5.6% | 1.8% | 1.5% | -4.0% | -2.7
CCN(CC)S(=O)(=O)c1cc(C(=O)N2CCc3ccccc32)ccc1Cl | 0.4% | / | -1.6% | 3.3% | -6.5 | 5.7% | -0.1% | 0.7% | 0.2% | 13.6% | 0.5
C/C(CCc1ccc2c(c1)OCO2)=N\NC(=O)c1ccccc1Cl | 5.4% | -17.4% | -1.3% | -8.9% | 20.0 | 3.0% | ? | 0.0% | -4.8% | -11.0% | -2.3
Fc1ccccc1OCCCCCCN1CCCC1 | -4.1% | ? | 3.4% | 0.7% | -6.0 | -0.9% | 13.0% | -0.3% | -0.5% | -10.2% | 8.9
CCn1c(CSc2nnc(C)n2-c2ccccc2)nc2cc(S(=O)(=O)N(C)C)ccc21 | 3.6% | -4.3% | 4.3% | -3.4% | -2.3 | -3.8% | -1.1% | -0.3% | 0.5% | -9.4% | -5.1
COc1cccc(C2Nc3cccc4cccc(c34)N2)c1 | -1.5% | / | -1.1% | -2.0% | 8.3 | -5.7% | ? | 2.2% | -0.9% | 3.3% | -0.4
O=C(Nc1cccc(-c2csc(Nc3ccc(Cl)cc3)n2)c1)c1cccc(C(F)(F)F)c1 | -5.5% | / | -2.1% | 3.9% | -0.4 | -3.1% | 13.8% | -2.2% | -126.8%[inhibitor] | 5.8% | 6.7
Cc1ccc(NC(=O)CN(C)CC(=O)N(C)Cc2ccccc2)cc1 | 4.7% | / | / | / | -0.1 | / | -0.8% | 1.9% | 2.5% | -16.8% | -0.1
Cc1ccc(CNS(=O)(=O)c2cccc3nsnc23)cc1 | 2.4% | -0.8% | 1.3% | ? | -1.8 | 3.4% | 3.6% | -0.1% | 2.0% | 4.4% | 8.8
O=C(CCC(=O)c1cccs1)OCc1nnc(-c2ccccc2)o1 | -0.8% | 11.4% | -2.5% | 1.7% | 6.8 | -1.8% | 14.3% | 0.7% | -0.1% | -4.9% | -11.0
Cc1ccsc1C(=O)N1CCN(C(=O)c2ccco2)CC1 | 8.5% | / | / | / | -1.8 | / | ? | 0.0% | 0.0% | -0.2% | -13.7
